Screening data: PubChem BioAssay, Sanford-Burnham Center for Chemical Genomics
TAG inh: reduces triacylglycerol accumulation in H9c2 cells | Nile Red lipid (TAG) fluorescence; cells loaded with 200 µM oleic acid | inhibition, % at 12.5 µM | 230,000 tested, 0.66% active;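 active means pattern-corrected inhibition of lipid staining of at least 50% with the nuclear-stain viability signal not falling by more than 50%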;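 further: 0% = DMSO wells and 100% = triacsin C control wells; some results filed as inactive read as strong as hits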
TAG inh DAPI viability: recorded beside TAG inh, whose call it bears; DAPI nuclei signal change (viability), lower = more cytotoxic, %;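 whole-well DAPI fluorescence read on a plate reader as a viability signal; minus 50 percent equals half of cells still viable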
An asterisk follows results filed as active. Some of the compounds tested. The share of hits here may be higher or lower than overall.

Sample of the layout, three compounds:
SMILES	TAG inh	TAG inh DAPI viability
COc1ccc(CCN2C(=O)c3[nH]nc(-c4ccccc4O)c3C2c2ccccc2)cc1OC (configuration not stated)	-36	5
O=C(C1=C[C@H](c2coc3ccccc3c2=O)C[C@H](OCc2ccc(CO)cc2)O1)N1CCN(Cc2ccc3c(c2)OCO3)CC1	43	-32
CCCS(=O)(=O)N1CCN(Cc2c[nH]c3ccccc23)CC1	8	-5

Results, from the first entry:
SMILES	TAG inh	TAG inh DAPI viability
COc1ccc(CCN2C(=O)c3[nH]nc(-c4ccccc4O)c3C2c2ccccc2)cc1OC (configuration not stated)	-36	5
O=C(C1=C[C@H](c2coc3ccccc3c2=O)C[C@H](OCc2ccc(CO)cc2)O1)N1CCN(Cc2ccc3c(c2)OCO3)CC1	43	-32
CCCS(=O)(=O)N1CCN(Cc2c[nH]c3ccccc23)CC1	8	-5
COc1ccc2c(c1)CCc1c(C(=O)Nc3c(C)nn(Cc4ccccc4)c3C)noc1-2	-9	4
Cc1ccc(Cn2ncc3c(N4CCN(CCc5ccccc5)CC4)ncnc32)cc1	-6	12
COc1ccc(NC(=O)COc2coc(CN3c4ccccc4CC3C)cc2=O)cc1 (configuration not stated)	-1	-1
Cc1cc(C(=O)CN2C(=O)NC(C)(c3cccc(Br)c3)C2=O)c(C)n1Cc1ccco1 (configuration not stated)	28	6
CCOc1[nH]c(/N=C/c2ccco2)c(C#N)c1C#N	-1	9
S=C(Nc1ccccn1)c1ccccn1	23	-37
O=C(NNc1nc2cc3c(cc2s1)OCCO3)c1ccc(F)cc1	-19	0
CN(CC(=O)Nc1ccc(Cl)cc1F)C1=NS(=O)(=O)c2ccccc21	23	-5
Cc1cccc(C2NS(=O)(=O)N=C2N)c1 (configuration not stated)	-17	13
COc1ccccc1NC(=O)Oc1ccc(NC(=O)c2ccco2)cc1	-16	7
Cc1cc(C)nc(Nc2nc(C)c3cc4c(cc3n2)OCO4)n1	-4	-4
c1ccc(-n2nc3c(ccc4cnnc43)[nH]2)cc1	12	4
COc1ccccc1-c1oc2ccccc2c1C#CC1(N)CCCCC1	11	32
Cn1cnnc1SCC(=O)NNC(=O)COc1ccc(Cl)cc1	-4	1
Cc1ccc(/C=N/NC(=O)c2ccc(-n3cccc3)cc2)o1	-9	2
Cc1cc(C)c(C#N)c(SCc2[nH]nc3c2C(c2ccc(F)cc2)C(C#N)=C(N)O3)n1 (configuration not stated)	-4	-2
Cc1csc(SCC(=O)NCCc2ccc(Cl)cc2)n1	15	7
COc1ccc(N2CCN(C(=O)COC(=O)c3cnccn3)CC2)cc1	-4	5
Cc1ccc(S(=O)(=O)Nc2c(C)nn(C)c2C)c(C)c1	-17	4
CN(CC(=O)NCCc1ccccn1)S(=O)(=O)c1ccc(Cl)cc1	-4	3
COc1cc(/C=N/NC(=O)Cc2csc(N3CCOCC3)n2)cc(OC)c1O	-7	10
COc1ccccc1-c1cc2nc(-c3ccccc3)cc(N3CCN(C(=O)c4ccco4)CC3)n2n1	-8	98
CCn1nnnc1SCC(=O)NCc1cccs1	-7	6
CCCn1c(N)c(C(=O)CSc2ncnc3sccc23)c(=O)n(C)c1=O	9	2
CC(=O)c1ccc(OCc2cc(C(=O)NC(C)CCn3cccn3)no2)cc1 (configuration not stated)	3	0
O=C(Nc1cccc(O)c1)c1ccc(S(=O)(=O)N2CCCCCC2)cc1	2	1
Cc1ccc(S(=O)(=O)NN=C2CC(C)(C)OC2(C)C)cc1	0	-8
CCN1C(=O)N[C@@H](c2cccc(C(F)(F)F)c2)[C@H](C(=O)OC)[C@H]1C	-13	-1
O=C1CC(/C=C/c2ccco2)=Nc2ccccc2N1	-6	4
C[C@H](CO)N1C[C@H](C)[C@@H](CN(C)S(=O)(=O)c2cn(C)cn2)Oc2ccc(NC(=O)C3CC3)cc2C1=O	11	-1
O=C(NCc1ccncc1)c1cccc(S(=O)(=O)NCc2ccccc2)c1	2	1
COc1ccc(OC)c(S(=O)(=O)N2CCC(C(=O)NCCc3ccc(OC)c(OC)c3)CC2)c1	10	0
Cc1cc(NS(=O)(=O)c2ccc(NC(=O)COc3ccccc3C(C)C)cc2)no1	13	2
COc1cccc(-n2c(N)cc(=O)nc2SCC(=O)Nc2cc(C)on2)c1	-9	4
COc1ccc(N2C(=O)C(Cc3ccccc3)NC2=S)cc1 (configuration not stated)	7	-12
NC(=O)[C@H]1CC2(CC(c3cccc(NC(=O)[C@H]4CCC(=O)N4)c3)=NO2)CN1C(=O)c1ccccc1 (some centres not stated)	13	3
C[C@H](NC(=O)c1nc[nH]c1C(=O)N[C@@H](C)C(=O)OCc1ccccc1)C(=O)OCc1ccccc1	6	-1
O=C(CN1CCc2ccccc2C1)N1CCN(S(=O)(=O)c2ccccc2)CC1	-6	-4
CCOC(=O)c1c(CSCc2ccccc2)oc2ccc(O)c(CN(C)C)c12	19	6
CCOC(=O)C(=CNc1nc2ccc(C(=O)OCC)cc2s1)C(=O)OCC	-10	0
COc1cccc(OC)c1C(=O)OCC(=O)NCCNC(=O)COC(=O)c1c(OC)cccc1OC	5	-4
O=C(c1ccc(F)cc1)C1CCN(Cc2cn[nH]c2-c2ccc(F)cc2)CC1	-13	6
O=S(=O)(c1ccccc1)c1nc(-c2ccco2)oc1NCc1cccnc1	-4	-8
COc1ccc(Oc2cccc(Cl)c2CNC(=O)CCC(=O)O)cc1	12	-11
O=C1CC2CS(=O)(=O)CC2N1c1ccc(Oc2ccccc2)cc1 (configuration not stated)	12	-6

Reformatted: two of the compounds above.
mol | TAG inh | TAG inh DAPI viability
C[C@H](NC(=O)c1nc[nH]c1C(=O)N[C@@H](C)C(=O)OCc1ccccc1)C(=O)OCc1ccccc1 | 6 | -1
CCOC(=O)c1c(CSCc2ccccc2)oc2ccc(O)c(CN(C)C)c12 | 19 | 6

Rewritten with each value named: three of the compounds above
> COc1cccc(OC)c1C(=O)OCC(=O)NCCNC(=O)COC(=O)c1c(OC)cccc1OC
  TAG inh = 5
  TAG inh DAPI viability = -4

> COc1cccc(-n2c(N)cc(=O)nc2SCC(=O)Nc2cc(C)on2)c1
  TAG inh = -9
  TAG inh DAPI viability = 4

> O=C(CN1CCc2ccccc2C1)N1CCN(S(=O)(=O)c2ccccc2)CC1
  TAG inh = -6
  TAG inh DAPI viability = -4

Remaining list, next part
SMILES	TAG inh	TAG inh DAPI viability
Cc1ccc(CN2CCN(Cc3ccc(C)s3)CC2CCO)cc1 (configuration not stated)	7	10
O=C(CCCc1ccccc1)NC1CC1	12	2
O=C(Nc1ccccc1N1CCOCC1)c1cccc2ccccc12	-1	-8
C=CC[C@@H](CC(=O)N[C@H](CO)Cc1ccccc1)C(=O)N[C@H](COC(=O)[C@@H](CC=C)Cc1ccc(F)cc1)Cc1c[nH]c2ccccc12	-7	-7
C=C(C)c1cccc(C(C)(C)NC(=O)N2CCN(C/C=C/c3ccccc3)CC2)c1	21	-12
COc1ccc2[nH]c(=O)c(CN(Cc3nnnn3Cc3ccc(F)cc3)CC3CCCO3)cc2c1 (configuration not stated)	2	3
CCCCOC(=O)CCCN1C(=O)/C(=C2\SC(=S)N(CCCC(=O)OCCCC)C2=O)SC1=S	12	-4
COC(=O)C1CCN(CC(=O)NC(=O)NC2CCCCC2)CC1	4	-3
Cc1ccc(C)c(N(CC(=O)NCc2ccco2)C(=O)CCC(=O)Nc2ccccn2)c1	-12	-6
CC(=O)c1c(C)[nH]c(C(=O)OCC(=O)N2CC(C)OC(C)C2)c1C (configuration not stated)	9	-4
O=C(O)C1C2C=CC(C2)C1C(=O)NCCc1cccc(Cl)c1 (configuration not stated)	-16	8
Cc1ccc(CNC(=O)CCNS(=O)(=O)c2ccc(Br)s2)cc1	-1	2
Cc1ccc(C(=O)N/N=C/c2cccnc2)cc1Cl	3	-15
Cc1cc(C)c(OCC(=O)Nc2ccccc2N2CCCCC2)c(C)c1	-58	2
CNc1cnc(-c2ccc(O)c(OC)c2)cn1	7	-8
O=[N+]([O-])c1cnccc1Nc1cccc(F)c1	-1	-1
COc1ccc(Br)cc1C1=CC(=O)C[C@H](c2ccc(F)cc2)C1	-2	-3
COC(=O)C1(CO)NC(c2cccs2)C2C(=O)N(c3ccccc3)C(=O)C21 (configuration not stated)	-20	10
Cc1ccc(C)c(OCCCNC2CCCC2)c1C	-7	1
Cc1ccc(CN2CCNC(=O)C2CC(=O)N(C)C(C2CC2)C2CC2)o1 (configuration not stated)	-4	-9
CC(=O)N1CCN(CC(C)(C)NS(=O)(=O)c2ccccc2)CC1	-5	2
CCS(=O)(=O)c1ccc2oc(SCC(=O)N3CCCCC3)nc2c1	-9	9
Cc1ccc(C)c(OCC(=O)N/N=C/c2ccsc2)c1	1	10
CCOC(=O)c1c(NC(=O)Cn2nc(C(=O)O)c3ccccc3c2=O)sc2c1CCC(C)C2 (configuration not stated)	16	-3

Entries of single compounds, quoted from the list. Values in the order: TAG inh	TAG inh DAPI viability
Cc1ccc(C)c(OCCCNC2CCCC2)c1C as listed: -7	1
COC(=O)C1(CO)NC(c2cccs2)C2C(=O)N(c3ccccc3)C(=O)C21 (configuration not stated) as listed: -20	10
Cc1ccc(CN2CCNC(=O)C2CC(=O)N(C)C(C2CC2)C2CC2)o1 (configuration not stated) as listed: -4	-9
Cc1ccc(C)c(OCC(=O)N/N=C/c2ccsc2)c1 as listed: 1	10

More compounds.
SMILES	TAG inh	TAG inh DAPI viability
CC(C)C(=O)Nc1ccccc1N1CCN(C(=O)c2ccccc2)CC1	6	-4
CCN(CC)S(=O)(=O)c1ccc(NS(=O)(=O)c2ccc(F)cc2)cc1	-18	9
Cc1ccccc1CNc1nnnn1C	-3	-1
CN(C)CCOc1ccccc1-c1ccccc1	40	-9
Cc1cc(N)n(-c2ccc(S(=O)(=O)N3CCCC3)cc2[N+](=O)[O-])n1	-5	4
CCN(CC)C(=O)C1=C(C)N(Cc2ccc(F)cc2)C(=O)C(CC(=O)NCc2cccc3ccccc23)C1 (configuration not stated)	2	-6
c1ccc(-c2nnc(-c3ccccc3)nn2)cc1	18	-1
C[C@@H]1CC[C@]2(O[C@@H](CCO)C[C@H](O)[C@H]2O)O1	-10	11
COc1cc2c(cc1OC)C(C)N(C(=O)CCN1C(=O)C3C4C=CC(C4)C3C1=O)CC2 (configuration not stated)	-11	-7
COc1ccc(-c2nc3cc([N+](=O)[O-])ccc3o2)cc1	15	0
O=C(Nc1nnc(C2CC2)s1)C1CCCO1 (configuration not stated)	7	-10
CC(=O)N1CCN(C(=O)c2cc(S(=O)(=O)N3CCN(c4ccccc4)CC3)ccc2Cl)CC1	7	5
Cc1ccc2cc(CN(CCN(C)C)C(=S)Nc3ccccc3)c(=O)[nH]c2c1C	17	20
O=C(COc1cccc(C(F)(F)F)c1)NNC(=O)Cn1c(=O)cnc2ccccc21	-16	-3
Clc1cc(Br)ccc1OCCOCCOc1cccc2cccnc12	10	12
COCCNc1nc(-n2nc(C)cc2C)nc2sc3c(c12)CCCC3	9	-5
CCOC(=O)C1(NC(=O)CN2C(=O)c3ccccc3C2=O)CCCC1	0	1
N#C/C(=C/c1ccc(OCc2ccccc2)cc1)C(=O)NC1CCCCC1	31	-6
CCNc1ccc(C(=O)OCC(=O)Nc2cc(C)on2)cc1[N+](=O)[O-]	11	2
COc1ccc(CN2C[C@@H](CO)O[C@@H](n3cnc4c(N(C)C)ncnc43)C2)cc1	-1	-2
Cc1ccc(-c2csc(NC(=O)C3CSC4(C)CCC(=O)N34)n2)cc1 (configuration not stated)	-1	1
CCOC(=O)CSc1nnc(-c2ccccc2)o1	3	2
CCn1c(CSc2nc3ccccc3[nH]2)nc2cc(C(=O)O)ccc21	-3	-20
CCCCN1C(=O)C(=O)N(CC(=O)Nc2ccc(OC(F)(F)F)cc2)C1=O	-6	2
CCOC(=O)N1CCN(C(=O)COC(=O)c2cccc(C)c2[N+](=O)[O-])CC1	9	4
CC(=O)Nc1ccc(SCC(=O)Nc2cc(C(C)(C)C)nn2-c2ccccc2)cc1	6	1
CCN(C(C)=O)c1nnc(CSc2nc3ccccc3s2)s1	14	0
CC(C)C(NC(=O)c1ccccc1Br)c1ccccc1 (configuration not stated)	-7	9
O=C(O)c1cc(-c2ccccc2)nc2ccccc12	-9	-5
CCOc1ccc(Cn2c(=O)sc3ccccc32)cc1	-1	-2
Cc1cc(C(=O)NNC(=O)c2ccc(Cl)cc2)no1	-3	2
COc1cccc(-c2cnc(C(O)c3ccc(SC)cc3)[nH]2)c1 (configuration not stated)	-13	16
CC(=O)N(Cc1cc(=O)[nH]c2ccccc12)c1cccc(C)c1	3	-3
CNC(=S)NCCc1ccccc1	4	-5
Cc1ccc(NCc2n[nH]c(=S)n2-c2ccccc2)cc1Cl	2	0
CCCCCCCCN1[C@@H](CC(=O)OCC)c2ccc(C(F)(F)F)cc2S1(=O)=O	-34	-3
CCn1nnnc1NC(=O)c1cccc(OC)c1	16	-3
COc1ccc(NC(=O)N(C)C[C@H]2OCc3cnnn3CCCC(=O)N([C@@H](C)CO)C[C@H]2C)c(OC)c1	-6	1
CCC(C)NC(=O)CS(=O)Cc1nc(-c2cccc(OC)c2)oc1C (configuration not stated)	0	-8
COc1cc(NC(=O)C2CCCN(c3ncccn3)C2)cc(OC)c1 (configuration not stated)	-2	-8
O=C(NCCc1ccccc1)C(=S)N1CCCCC1	-3	6
CN(C(=O)COC(=O)c1cc[n+]([O-])cc1)c1ccccc1	11	1
CN1CCN(C(=O)c2ccc(Cc3cn(C)c4ccccc34)nc2)CC1	54*	-42*
O=C(NCC1CCCO1)C(C(=O)c1ccccc1)n1ccccc1=O (configuration not stated)	7	-9
N#CCC(=O)N/N=C/c1cn(Cc2ccccc2C#N)c2ccccc12	8	-3
COc1ccc(OC)c(C(c2nnnn2CCc2ccccc2)N2CCC(C(N)=O)CC2)c1 (configuration not stated)	-17	-12
COC(=O)C1CCN(S(=O)(=O)c2c[nH]c(=O)[nH]c2=O)CC1	-3	11
COCCNC(=O)C(c1ccc(F)cc1)N(C(=O)CCC(=O)Nc1nccs1)c1ccc(C)cc1 (configuration not stated)	2	-7
C=CC(=O)Nc1ccc(N(C)c2ccnc(Nc3ccc(N4CCN(C)CC4)cc3)n2)cc1	-3	-7
CCS(=O)(=O)N1CCCC(C(=O)NC2CCCCC2C)C1 (configuration not stated)	-1	4
COc1ccc(OC)c(NC2c3ccccc3C(=O)N2c2cccnc2)c1 (configuration not stated)	1	-4
